APP 5'UTR act: APP 5'UTR luciferase reporter activation | SH-SY5Y APP 5'UTR luciferase reporter, luminescence; zero percent = DMSO vehicle wells | activation, % at 2 µM | 1% of 190,000 active;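 active means activation above a set limit, based on mean plus 3 SD of controls, cut at about 140% in these data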; further: values of inactives mirror those of a sister screen read the other way
STAT3 activator: activators of IL-6 induced STAT3 signaling. U3A cells, IL-6 STAT3-luciferase reporter, luminescence; 100% = signal with IL-6 EC80 alone. activation (% of control), % at 5.6 µM. 0.91% of 190,000 active. AID 871;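 active means activation above the screen-wide mean of compound activation plus 3 SD, cut at about 130% in these data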;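 further: 0% = background luminescence of wells with medium and substrate only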
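Detection: reporter luminescence signal / Assay system: STAT1-lacking human U3A cells, STAT3 luciferase reporter / Incubation: compound pre-incubation 1 h before IL-6, then 6 h stimulation at 37 °C / Control set: IL-6-only high control / Read-out: % activation relative to IL-6 control / Probe or stimulus: Interleukin-6, 33 ng/mL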
NF-kB expr up: NF-kB expression increase, human neuronal cells | NF-kB reporter expression; stronger effect = higher value | fold change at 12.5 µM | 1.6% of 190,000 active | AID 1239; in the data active means fold change above about 3.3
STAT3 blocker: inhibitors of IL-6 induced STAT3 signaling. U3A cells, IL-6 STAT3-luciferase reporter, luminescence; host cell line lacks STAT1. inhibition, % at 5.5 µM. 0.89% of 190,000 active;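 active means inhibition above the mean inhibition across all screened compounds plus 3 SD, cut at about 44% in these data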;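 further: 0% = DMSO only wells and 100% = 100 µM nifuroxazide control wells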
RAM network inh: inhibitors of the yeast RAM network; inhibition, % at 50 µM; AID 868; 1.8% of 190,000 active; S. cerevisiae dse1pr::URA3 reporter, 5-FOA growth OD615, 2 d; analog-sensitive cbk1-as2 kinase mutant strain;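 active means inhibition above a set limit, 3 SD over mean compound inhibition, cut at about 8.4% in these data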;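 further: 0% = DMSO-only wells with no growth and 100% = 10 µM 1-NA-PP1 full growth; inhibition rescues growth on 5-FOA so higher OD means more RAM inhibition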
APP 5UTR inh: APP translation inhibition; 0.82% of 190,000 active; inhibition, % at 2 µM; SH-SY5Y APP 5'UTR-luciferase reporter, luminescence;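 active means inhibition above a set limit, derived from the sample mean plus 3 SD, cut at about 45% in these data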; further: values of inactives mirror those of a sister screen read the other way
STAT1 blocker: STAT1 signaling inhibition. 0.35% of 200,000 active. inhibition, % at 5.5 µM. NIH 3T3 STAT1-luciferase reporter, IFN-gamma, luminescence;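 active means inhibition above a set limit, the mean inhibition across all tested compounds plus 3 SD, cut at about 34% in these data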;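 further: 0% = IFN-gamma with DMSO and 100% = IFN-gamma with 300 µM nifuroxazide; values of inactives mirror those of a sister screen read the other way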
Hsp70 activator: Hsp70 transcriptional activation, primary screen. HeLa Hsp70 promoter luciferase reporter, luminescence; scaled: vehicle 0, proteasome-inhibitor control 100%. activation, % at 10 µM. 0.04% of 200,000 active. AID 1203;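 active means activation above the mean across all tested compounds plus 3 SD, cutoff set per campaign, cut at about 5.5% in these data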;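 further: 100% = MG132 at 30 µM as the positive control and 0% = DMSO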
FLuc inhib CS: Photinus pyralis luciferase inhibition counter-screen | P08659 | ATPLite firefly luciferase biochemical luminescence, 10 min | inhibition, % at 10 µM | 1.5% of 200,000 active | AID 1006;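 active means inhibition above about 50% when tested at 10 µM, limit read from the data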
Target sequence (P08659 whole entry, looked up): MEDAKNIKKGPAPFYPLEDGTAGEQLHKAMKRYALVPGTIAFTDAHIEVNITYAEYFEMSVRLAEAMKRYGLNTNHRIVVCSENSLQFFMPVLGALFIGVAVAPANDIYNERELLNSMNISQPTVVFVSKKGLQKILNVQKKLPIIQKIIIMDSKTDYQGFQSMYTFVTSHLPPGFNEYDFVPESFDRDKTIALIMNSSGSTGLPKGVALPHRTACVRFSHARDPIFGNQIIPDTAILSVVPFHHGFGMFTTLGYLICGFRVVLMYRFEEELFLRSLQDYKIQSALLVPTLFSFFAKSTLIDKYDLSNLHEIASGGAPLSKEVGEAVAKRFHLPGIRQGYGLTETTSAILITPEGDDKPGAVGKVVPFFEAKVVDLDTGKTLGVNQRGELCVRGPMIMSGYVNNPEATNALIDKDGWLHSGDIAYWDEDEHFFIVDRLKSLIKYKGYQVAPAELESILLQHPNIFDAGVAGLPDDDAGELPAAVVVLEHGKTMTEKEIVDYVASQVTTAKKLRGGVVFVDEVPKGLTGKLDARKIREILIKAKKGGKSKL
STAT1 activator: STAT1 signaling activation | NIH 3T3 STAT1-luciferase reporter, IFN-gamma, luminescence; 100% = IFN-gamma alone, no compound | activation (% of control), % at 5.5 µM | 2.6% of 200,000 active;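 active means activation above the screen-wide mean activation plus 3 SD, cut at about 130% in these data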;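 further: raw ratio to IFN-gamma control signal so 100% means no change and 0% no light; values of inactives mirror those of a sister screen read the other way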
* marks the source's active call; other numbers are inactive results; / = not tested or not shown; & = joins results of further samples. This is a random part of the collection (roughly 7.7% active in at least one column).

SMILES	APP 5'UTR act	STAT3 activator	NF-kB expr up	STAT3 blocker	RAM network inh	APP 5UTR inh	STAT1 blocker	Hsp70 activator	FLuc inhib CS	STAT1 activator
COc1ccc(C(C)(C)C)cc1NC(=O)c1c(C)noc1C	-4	95	1.1	10	-0.8	4	-7	-0.2	-8	106
Cc1cc(NS(=O)(=O)c2ccc(NC(=O)c3cc4c(=O)n5ccccc5nc4s3)cc2)nc(C)n1	1	97	1.4	12	9.0*	-1	-5	-0.1	-4	105
O=C1CCCCCC1C1(O)C(=O)Nc2ccc(Br)cc21 (configuration not stated)	6	106	1.1	2	0.4	-6	1	0.3	-6	99
Nc1c(-c2ccccn2)cnn1-c1nc(-c2ccc(F)cc2)cs1	5	99	1.1	3	1.1	-5	-27	0.0	3	122
COc1cc(C)c(S(=O)(=O)N2CCCC2)cc1C(C)C	3	93	0.88	14	1.2	-3	15	-0.1	-3	84
CC1(C)CC(=O)C(C=Nc2ccc3c(c2)OCO3)=C(O)C1	20	114	1.6	-11	1.1	-20	-35	0.0	13	132*
CCOC(=O)N1CCC(NS(=O)(=O)c2cc3c(cc2C)NC(=O)CO3)CC1	16	97	1	9	1.0	-16	-3	-0.1	-6	102
NS(=O)(=O)c1ccc(N2CCCC2=O)c([N+](=O)[O-])c1	13	103	1.1	0	-0.4	-13	-3	-0.4	0	101
Cc1cccnc1NC(=O)C1c2ccccc2Oc2ccccc21	6	101	1.1	2	1.3	-6	2	-0.2	-4	99
O=C1OCc2ccc(NC(=O)C3CC3)cc21	-2	99	0.96	7	2.6	2	10	-0.2	-2	91
O=C1C=C(NCc2ccco2)C2(CCCCC2)O1	-6	101	0.98	2	1.9	6	12	-0.4	-7	89
O=C(Cc1ccccc1)NCC(=O)OCC(=O)c1ccc(OC(=O)c2ccccc2)cc1	-2	102	1.4	4	4.0	2	-15	-0.4	-8	114
CCC(=O)c1c[nH]c(C(=O)NCCCN2CCOCC2)c1	15	96	1	13	0.2	-15	-5	-0.5	0	107
O=C(/C=C/c1ccc(O)cc1)c1ccc(O)cc1O	12	114	3	-20	0.8	-12	28	0.3	8	75
CC(C)c1[nH]nc2c1C(c1ccco1)C(C#N)=C(N)O2 (configuration not stated)	9	106	1	-3	-0.6	-9	8	0.2	-4	91
Cc1ncoc1C(=O)N1CCCC(C(=O)c2cccc3ccccc23)C1 (configuration not stated)	-9	99	1.1	4	1.1	9	-1	0.2	0	99
O=C(CCN1C(=O)c2ccccc2C1=O)N1CCN(C(=O)c2ccccc2)CC1	-4	92	1	11	1.8	4	3	-0.3	0	97
CCOc1ccc(CC(=O)Nc2c(C(=O)Nc3ccccc3)oc3ccccc23)cc1OCC	-3	89	1.1	16	4.4	3	-1	-0.3	1	101
CCN(CC)S(=O)(=O)c1cccc(NC(=O)c2cncc(Br)c2)c1	-9	98	0.89	8	0.3	9	2	-0.3	2	96
CC(C)COCC(CN(Cc1ccccc1)c1ccccc1)N1CCCC1 (configuration not stated)	6	/	/	/	/	-6	/	0.0	2	/

12 entries from above in a different format:
compound | APP 5'UTR act | STAT3 activator | NF-kB expr up | STAT3 blocker | RAM network inh | APP 5UTR inh | STAT1 blocker | Hsp70 activator | FLuc inhib CS | STAT1 activator
CC1(C)CC(=O)C(C=Nc2ccc3c(c2)OCO3)=C(O)C1 | 20 | 114 | 1.6 | -11 | 1.1 | -20 | -35 | 0.0 | 13 | 132*
CCOC(=O)N1CCC(NS(=O)(=O)c2cc3c(cc2C)NC(=O)CO3)CC1 | 16 | 97 | 1 | 9 | 1.0 | -16 | -3 | -0.1 | -6 | 102
NS(=O)(=O)c1ccc(N2CCCC2=O)c([N+](=O)[O-])c1 | 13 | 103 | 1.1 | 0 | -0.4 | -13 | -3 | -0.4 | 0 | 101
Cc1cccnc1NC(=O)C1c2ccccc2Oc2ccccc21 | 6 | 101 | 1.1 | 2 | 1.3 | -6 | 2 | -0.2 | -4 | 99
O=C1OCc2ccc(NC(=O)C3CC3)cc21 | -2 | 99 | 0.96 | 7 | 2.6 | 2 | 10 | -0.2 | -2 | 91
O=C1C=C(NCc2ccco2)C2(CCCCC2)O1 | -6 | 101 | 0.98 | 2 | 1.9 | 6 | 12 | -0.4 | -7 | 89
O=C(Cc1ccccc1)NCC(=O)OCC(=O)c1ccc(OC(=O)c2ccccc2)cc1 | -2 | 102 | 1.4 | 4 | 4.0 | 2 | -15 | -0.4 | -8 | 114
CCC(=O)c1c[nH]c(C(=O)NCCCN2CCOCC2)c1 | 15 | 96 | 1 | 13 | 0.2 | -15 | -5 | -0.5 | 0 | 107
O=C(/C=C/c1ccc(O)cc1)c1ccc(O)cc1O | 12 | 114 | 3 | -20 | 0.8 | -12 | 28 | 0.3 | 8 | 75
CC(C)c1[nH]nc2c1C(c1ccco1)C(C#N)=C(N)O2 (configuration not stated) | 9 | 106 | 1 | -3 | -0.6 | -9 | 8 | 0.2 | -4 | 91
Cc1ncoc1C(=O)N1CCCC(C(=O)c2cccc3ccccc23)C1 (configuration not stated) | -9 | 99 | 1.1 | 4 | 1.1 | 9 | -1 | 0.2 | 0 | 99
O=C(CCN1C(=O)c2ccccc2C1=O)N1CCN(C(=O)c2ccccc2)CC1 | -4 | 92 | 1 | 11 | 1.8 | 4 | 3 | -0.3 | 0 | 97

Other entries follow.
SMILES	APP 5'UTR act	STAT3 activator	NF-kB expr up	STAT3 blocker	RAM network inh	APP 5UTR inh	STAT1 blocker	Hsp70 activator	FLuc inhib CS	STAT1 activator
CCOC(=O)NC(NC(=S)Nc1ccccc1[N+](=O)[O-])C(Cl)(Cl)Cl (configuration not stated)	3	97	1.4	9	1.7	-3	5	-0.5	-8	95
COc1cccc(OCc2cc(/C=N/NC(=O)c3ccn[nH]3)ccc2OC)c1	-1	90	0.98	17	1.7	1	-10	0.4	3	110
c1ccc(Nc2cc(-c3ccccc3)nc3ncnn23)cc1	-4	86	0.92	23	1.0	4	1	-0.2	-2	99
Nc1c(C(=O)c2ccccc2)sc2c1c(=O)[nH]c(=O)n2-c1ccccc1	-7	115	0.92	-11	6.2	7	-2	-0.4	-1	101
COc1ccc(C2C(=O)N(CCc3ccccc3)CC(=O)N2C2CCCCC2)cc1 (configuration not stated)	-28	109	0.65	-4	1.4	28	-3	-0.2	-1	103
CCSc1nc2nc(C)cc(C)n2n1	7	98	1.2	9	0.8	-7	-4	-0.1	-8	104
COc1ccc(OC)c2[nH]c(=O)c(CCNC(=O)c3ccc(Br)o3)cc12	-20	80	0.8	27	-0.6	20	4	-0.1	-8	97
CC(C)c1ccccc1NC(=O)COC(=O)CCN1C(=O)/C(=C\C=C\c2ccccc2)SC1=S	-33	99	0.86	0	2.2	32	4	-0.2	-4	96
COc1ccc(C(=O)c2cc3cccc(OC)c3o2)cc1	99	86	4.2*	21	1.7	-99	-59	0.2	49	150*
O=C(/C=C/c1ccc([N+](=O)[O-])cc1)NCCOc1ccc(F)cc1	-22	103	1.5	2	2.2	22	-8	-0.3	-4	109
N#CC1=C(N)N(c2ccccc2)C(c2ccccc2)C1(C#N)C#N (configuration not stated)	2	97	1.2	11	2.5	-2	0	-0.3	-3	100
Cc1nc2c(cnn2-c2ccccc2Cl)c(=O)n1-c1ccc(C(C)C)cc1	/	89	0.82	19	0.2	/	1	-0.6	-2	100
COc1ccccc1-c1nc2n(n1)C(c1ccccc1Cl)C(C(N)=O)=C(C)N2 (configuration not stated)	6	99	1.2	10	-0.8	-6	6	0.3	-3	95
O=C(CSc1nnc(-c2cnccn2)n1Cc1ccco1)c1ccccc1	12	108	1.4	-5	4.9	-12	4	-0.1	-2	96
Cc1cccc(OCc2nnc(SCC(=O)N3c4ccccc4Sc4ccc(Cl)cc43)o2)c1	8	95	1	6	0.4	-8	7	-0.1	-2	94
CN=c1scc(-c2c[nH]c3ccccc23)n1C	-5	138*	1	-35	2.1	5	8	-0.2	-4	92
C=CC(O)(C#CCN(CC)CC)c1ccccc1 (configuration not stated)	5	99	1.1	5	-0.1	-5	-5	0.0	-6	105
O=S(=O)(Nc1ccc(-c2cn3cccnc3n2)cc1)c1ccccc1	7	101	1.4	3	-1.1	-7	-5	0.7	-1	104
CC1(C)CC(=O)C=C(Nc2ccc(OCC(F)(F)C(F)F)cc2)C1	0	98	0.78	8	0.3	0	9	-0.5	-6	91
O=c1c2ccccc2cnn1Cc1n[nH]c(=S)n1-c1ccccc1Cl	14	101	1.1	2	1.1	-14	3	-0.3	1	97
O=C(Cn1c(=O)c2c(ncn2Cc2ccccc2)n(Cc2ccccc2)c1=O)N1CCc2ccccc21	16	105	1	-3	7.4	-16	-1	-0.2	-10	101
Cc1cccc2sc(N(CCCN(C)C)C(=O)c3sc4ccccc4c3Cl)nc12	19	106	0.9	-8	0.6	-19	2	0.2	-6	98
COc1ccc(S(=O)(=O)N2CCCOC2CNC(=O)C(=O)NCc2ccco2)cc1C (configuration not stated)	-6	107	0.96	-8	1.6	6	8	-0.2	-5	93
CC(=O)NC(=S)Nc1ccc(-c2nc3ccc(C)cc3s2)cc1	110	106	3.7*	1	3.6	-110	-27	0.0	14	125
COc1ccccc1-n1c(=S)[nH]c2c(sc(=S)n2-c2ccccc2)c1=O	20	104	1.7	-1	5.5	-20	-8	-0.2	-3	106
CC1CCC(C(C)C)C(OCC(O)CNC(C)(C)C)C1 (configuration not stated)	-5	97	0.89	5	1.5	5	-5	0.0	-5	104
COCc1cc(C)nc(SCC[N+](C)(C)CC(=O)c2ccc(Br)cc2)c1C#N	3	100	1	2	3.8	-3	-11	0.1	-2	109
CC(=O)NCCCCCCNC(C)=O	0	90	1.2	14	0.0	0	1	0.3&0.1	-7&-4	99
CC1(C)CC(NC(=O)c2ccccn2)CC(C)(C)N1O	1	96	1.2	8	1.7	-1	1	-0.1	-8	98
CC1CCCN(c2nc3nonc3nc2Nc2ccccc2F)C1 (configuration not stated)	-21	94	1.1	14	4.4	21	3	0.0	-6	95
CC(C)c1onc(C(=O)N(C)C2CCCCC2)c1[N+](=O)[O-]	6	101	1.1	5	-0.5	-6	12	-0.3	1	90
Cc1ccc(NC(=O)CSc2nnc(-c3ccc(S(=O)(=O)N4CCOCC4)cc3)n2C)cc1	19	99	0.95	5	0.3	-19	1	0.1	-2	99
CN1CCN(c2cc(C(F)(F)F)nc(-c3ccccn3)n2)CC1	-9	92	1.1	12	1.0	9	1	0.0	-5	98
O=C(CCn1nc(-c2ccc(Cl)cc2)c2ccccc2c1=O)NCCN1CCOCC1	6	100	1.1	4	0.4	-6	1	-0.3	1	99
CN(/N=C/c1cccs1)c1cc(=O)n(C)c(=O)[nH]1	-10	90	1.7	14	1.8	10	-2	-0.4	-6	102
CCCCC(=O)Nc1cccc(NC(=O)c2cccc([N+](=O)[O-])c2)c1	16	99	0.97	5	2.3	-16	14	0.2	-8	85
CCOC(=O)c1oc2ccccc2c1CSc1nnnn1-c1ccccc1	8	98	0.96	10	7.2	-8	11	-0.3	-6	90
O=C(NC1CCCCCC1)c1ccc[nH]c1=S	19	104	1	-2	0.5	-19	-6	-0.3	2	104
CC1CCc2nc3ccccc3c(C(=O)OCC(=O)N3CCc4ccccc43)c2C1 (configuration not stated)	-2	99	0.55	4	4.6	2	5	0.6	7	96
